Screening results: PubChem BioAssay, The Scripps Research Institute Molecular Screening Center
Tn7 DDE FP: DD(E)-Tn7 binding inhibition, primary FP screen. FP displacement of FITC-Tn7 peptide from fibrin DD(E); 0% = median of compound wells per plate. inhibition, % at 8.3 µM. 0.13% of 370,000 active. AID 720508;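 active = inhibition above the mean of compounds falling within the control limits plus 3 SD of them, cut at about 14% in these data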;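 also: 0% = plate median of compound wells and 100% = 10 µM Aha-Tn7 peptide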
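assay system = human clot-derived fibrin DD(E) complex | quantity = Fibrin-DD(E) at 2 µM final | timing = 10 min preincubation, 3 h with tracer, room temperature | signal = fluorescence polarization | measure = percent inhibition | benchmarks = high control wells with 10 µM unlabelled Aha-Tn7 peptide (full inhibition) | replicates = singlicate testing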
DDE Tn6 FP inh: inhibitors of Tn6 peptide binding to human fibrin DD(E) | P02675 | Fibrin DD(E) TRITC-Tn6 fluorescence polarization displacement | inhibition, % at 8.3 µM | 0.21% of 370,000 active | AID 720509;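 active = inhibition above a per-campaign cutoff: mean of compounds within control limits plus 3 SD, cut at about 15% in these data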;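 also: 0% = median of all compound wells on the plate and 100% = blocking peptide control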
SIAE inh: inhibitors of human sialic acid acetylesterase SIAE; Q9HAT2; SIAE FP-Rh probe binding, fluorescence polarization; inhibition, % at 9.66 µM; 0.69% of 370,000 active; AID 1053197;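 active = inhibition above a cutoff: mean of compounds within the control limits plus 3 SD of those, cut at about 17% in these data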;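 also: 0% = plate median of compound wells and 100% = probe without SIAE protein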
LEDGF integ inh: blocks HIV-1 LEDGF/p75-dependent DNA integration; TR-FRET IN-LEDGF/p75 DNA integration, Eu/Cy5; inhibition, % at 3.7 µM; 0.64% of 370,000 active; AID 743269;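 active = inhibition above the screen-wide mean plus 3 SD, cut at about 13% in these data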;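 also: signal is the Cy5 over europium emission ratio at 671 and 618 nm; 0% = plate median of compound wells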
MBD2 DNA inh: blocks human MBD2 binding to methylated DNA; Q9UBB5; TR-FRET, MBD2 binding to methylated oligonucleotide; inhibition, % at 4.4 µM; 0.31% of 370,000 active; in the data active = inhibition above about 13%
PRMT1 FP inh: inhibitors of human PRMT1; Q99873; 1.3% of 370,000 active; inhibition, % at 2.79 µM; recombinant PRMT1, activity-based probe fluorescence polarization;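 active = inhibition above about 21% made by adding two undisclosed values, limit read from the data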
Target sequence (Q99873 whole entry, looked up): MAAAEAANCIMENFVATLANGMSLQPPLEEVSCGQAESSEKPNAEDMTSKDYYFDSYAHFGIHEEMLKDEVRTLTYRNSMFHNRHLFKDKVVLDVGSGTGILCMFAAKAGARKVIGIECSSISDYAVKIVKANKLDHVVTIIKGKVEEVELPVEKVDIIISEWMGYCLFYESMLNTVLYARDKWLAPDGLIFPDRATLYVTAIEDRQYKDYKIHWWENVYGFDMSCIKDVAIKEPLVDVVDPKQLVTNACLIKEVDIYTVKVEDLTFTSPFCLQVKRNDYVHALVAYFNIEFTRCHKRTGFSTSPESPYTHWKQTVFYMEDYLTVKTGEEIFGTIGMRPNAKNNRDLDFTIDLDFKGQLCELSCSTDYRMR
UHRF1 binding: UHRF1 methyl-DNA binding inhibition. UHRF1 binding to methylated oligo, TR-FRET. inhibition, % at 4.4 µM. 0.75% of 370,000 active. AID 687016; in the data active = inhibition above about 21%;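 also: UHRF1 SRA domain binding a hemimethylated CpG hairpin DNA probe; 0% = median of test compound wells and 100% = reference inhibitor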
KLK7 zymogen act: activates the human kallikrein-7 zymogen; purified proKLK7, EDANS-DABCYL substrate fluorescence; 100% is mature enzyme control, 0% vehicle; activation, % at 7 µM; 0.9% of 370,000 active; AID 652039;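 active = activation above the mean of all tested compounds plus 3 SD, computed per campaign excluding outliers beyond control limits, cut at about 13% in these data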
TDP2 absorb: blocks human TDP2 phosphodiesterase activity | O95551 | recombinant TDP2, T5PNP hydrolysis, p-nitrophenol absorbance 415 nm | inhibition, % at 12.8 µM | 0.34% of 370,000 active | AID 720702;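 active = inhibition above the mean of all tested compounds plus 3 SD, set per campaign, cut at about 25% in these data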;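 also: 0% = DMSO with enzyme and 100% = buffer with substrate but no TDP2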
Target sequence (O95551 whole entry, looked up): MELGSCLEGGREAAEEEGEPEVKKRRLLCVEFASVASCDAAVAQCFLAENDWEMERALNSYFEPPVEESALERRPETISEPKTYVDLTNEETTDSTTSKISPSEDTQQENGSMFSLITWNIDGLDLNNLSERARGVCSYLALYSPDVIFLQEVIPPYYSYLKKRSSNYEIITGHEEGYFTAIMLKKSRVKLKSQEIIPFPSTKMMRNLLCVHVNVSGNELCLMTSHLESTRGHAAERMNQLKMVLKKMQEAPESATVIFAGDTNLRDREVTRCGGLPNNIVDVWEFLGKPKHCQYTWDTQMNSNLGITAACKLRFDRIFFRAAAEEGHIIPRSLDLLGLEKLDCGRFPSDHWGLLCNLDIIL
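Test system: Human TDP2 enzyme | Reagent: 5 mM T5PNP | Compound dosing: 12.8 µM single point, 1% DMSO | Incubation: Enzyme reaction with compound for 2 h at 37 °C | Technique: p-Nitrophenol epi absorbance | Read-out: % inhibition relative to enzyme-containing and enzyme-free wells | Benchmarks: High control without enzyme, low control DMSO plus TDP2 | Replicates: Singlicate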
TCR CD3 inh: human TCR-CD3 binding inhibition | TAMRA-labeled TCR probe fluorescence, biochemical | inhibition, % at 9.4 µM | 0.37% of 360,000 active | AID 651800; in the data active = inhibition above about 19%;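 also: recombinant mutant TCR 2C K166C tagged with TAMRA read by polarization; 0% = receptor in buffer alone and 100% = receptor with positive control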
* hit, by the source's call.

Tn7 DDE FP,DDE Tn6 FP inh,SIAE inh,LEDGF integ inh,MBD2 DNA inh,PRMT1 FP inh,UHRF1 binding,KLK7 zymogen act,TDP2 absorb,TCR CD3 inh,compound
10,-7,-7,0,1,3,0,0.7,-2,6,Cc1cccc(S(=O)(=O)Nc2nc3ccccc3nc2NCc2ccc3c(c2)OCO3)c1
-6,-12,0,4,-5,0,2,0.1,3,6,O=C(CSc1nnc(-c2ccc(F)cc2)o1)NC1CCCC1
3,-3,3,-3,7,24*,0,-0.6,10,-7,CCC1CCc2c(sc(NC(=O)c3cnccn3)c2C(N)=O)C1 (configuration not stated)
-2,-3,-2,0,-3,1,4,-0.1,-7,0,CN(CC(=O)Nc1ccc(F)c(F)c1F)C1CCCCC1
-3,4,7,-1,0,11,-4,-0.5,2,-8,O=C1CCN(C(=O)Nc2ccccc2Cl)N1
-7,-2,1,0,-8,-5,0,-0.1,-13,8,Cc1cc(=O)c2cc(NC(=O)c3ccccc3Cl)ccc2[nH]1
1,-6,2,-5,-9,-3,-15,1.2,-1,6,Nc1ccc2c(c1)C(=O)c1cc(N)c(Cl)cc1-2
3,10,-12,7,10,-2,13,0.6,-24,6,CC(C)Cn1cnc2c1c(=O)n(CC(O)c1ccccc1)c(=O)n2CC(C)C (configuration not stated)
5,7,-3,0,6,-2,0,0.6,-9,6,CC1(C(=O)OCC(=O)NNC(=O)COc2ccc(Cl)cc2)CC1(Cl)Cl (configuration not stated)
9,3,-8,2,-1,-1,0,-0.5,1,-5,Cc1csc(-c2cc(C(=O)NCc3cc(C(F)(F)F)cc(C(F)(F)F)c3)n[nH]2)c1
4,10,8,1,-6,0,-1,0.1,3,8,O=C1CCc2cc(S(=O)(=O)N3CCN(Cc4ccc5c(c4)OCO5)CC3)ccc2N1
2,-17,-9,-4,0,3,-3,-2.1,-6,-2,COc1ccc(/C=C2\SC(N3CCc4ccccc4C3)=NC2=O)cc1OC
0,-5,-2,1,-1,0,0,-0.3,5,3,Cc1ccc(C(NC(=O)N2CCCC2)C(Cl)Cl)cc1F (configuration not stated)
-1,3,-9,0,6,2,0,-0.2,-15,0,O=C(NCc1ccc(F)cc1)c1cc(-c2ccncc2)nc2ccccc12
5,1,-1,-3,4,2,1,-0.5,10,0,CC(=O)OCC(=O)C12OC(C)(C)OC1CC1C3CC=C4CC(O)CCC4(C)C3CCC12C (configuration not stated)
-7,-5,-2,1,-4,-2,1,-0.4,0,0,CC(C)S(=O)(=O)NC(=O)C1(C)CCN1C(=O)Cc1ccccc1Cl (configuration not stated)
7,3,-2,-6,5,2,4,-0.2,0,-6,Cc1ccnc(NC2c3ccccc3C(=O)N2Cc2ccccc2Cl)c1 (configuration not stated)
-5,-1,1,-2,-5,0,0,-0.2,7,7,COc1cc(CNc2nc3ccccc3[nH]2)cc(OC)c1OC
1,-2,-1,1,1,1,-2,-0.2,10,-2,COc1ccccc1N1C(=NC(=O)C(C)Oc2ccccc2)SC2CS(=O)(=O)CC21 (configuration not stated)
1,-6,4,3,1,2,-3,-0.2,-3,1,CCCCCC(=O)Nc1ccc(N2CCN(S(C)(=O)=O)CC2)cc1
8,4,0,0,-5,1,1,-0.4,4,8,COCCNC(=O)C1CCCN(S(=O)(=O)c2ccc3c(c2)CC(C)N3C(=O)C2CC2)C1 (configuration not stated)
1,1,5,2,-4,-4,-2,-0.1,16,2,COc1cc(C(=O)Nc2nnc(C)s2)c([N+](=O)[O-])cc1OC
-4,-4,4,2,0,-5,-7,0.0,-4,3,CC(C)(C)c1ccc(OCC(O)CN2CCN(c3ccccn3)CC2)cc1 (configuration not stated)
-3,0,1,3,-1,-2,1,0.6,-7,-7,O=C(CCC(=O)N(CC(=O)NC1CCCCC1)Cc1ccc(F)cc1)Nc1nccs1
-3,4,-4,2,-2,0,2,-0.7,-3,1,COC(=O)c1ccc(OCC(=O)c2ccc(C)c(C)c2)cc1
5,-3,9,-5,4,5,1,-0.7,-7,-3,O=C(Nc1ccccc1F)N1CCC(NC(=O)C23CC4CC(CC(C4)C2)C3)CC1
-3,-5,-5,4,0,1,0,-0.3,2,6,CCc1noc(C)c1C(=O)N(CCC(C)C)c1c(N)n(Cc2ccccc2)c(=O)[nH]c1=O
3,-6,-6,-1,7,0,7,0.3,-7,0,Cc1ccc(C)c(NC2=NCC(=O)N2c2ccc3c(c2)OCCO3)c1
7,4,-3,2,-1,-4,4,0.2,-7,1,O=c1[nH]cnc2c1ncn2C1OC(CO)C(O)C1O (configuration not stated)
-2,1,-12,1,-2,3,1,-0.5,13,4,COc1ccccc1CNC(=O)CCNC(=O)c1ccco1
0,2,0,1,0,3,-1,0.2,10,4,O=C(c1ccc(Br)s1)N1CCN(c2ccccn2)CC1
-2,4,4,1,-2,2,0,0.6,4,3,Cc1ccc(-c2nn(-c3ccccc3)cc2C=C2C(=O)CC(C)(C)CC2=O)cc1
-8,-7,1,0,2,1,5,2.7,-12,-10,Cc1nn2c3ccccc3n(Cc3ccccc3)c2nc1=O
0,4,4,1,2,0,3,0.0,-9,-1,Cc1ccc(C(CC(=O)O)C2CCOC(C)(C)C2)cc1 (configuration not stated)
-1,5,-6,2,0,-1,-2,0.2,-6,2,CCOC(=O)C(CC)Sc1nnc2c3cc(C)ccc3n(C)c2n1 (configuration not stated)
1,-5,7,1,5,-5,-2,0.3,8,2,O=C(Nc1ccccc1)C1Cc2c(-c3cccc(F)c3)ccnc2O1 (configuration not stated)
4,9,1,-4,0,-2,1,-0.3,4,0,COc1ccc(-c2noc(CCCC(=O)O)n2)cc1
4,4,1,3,2,1,0,-0.1,-4,5,S=c1[nH]nc(Cn2nnc3ccccc32)n1-c1ccccc1
-2,4,7,0,-1,0,-2,0.1,-1,4,Cc1cc(C)nc(SCC(=O)Nc2ccc(S(=O)(=O)Nc3nccs3)cc2)n1
-3,-2,9,2,-1,0,-2,0.4,11,5,CCN1CCN(C(=O)c2cc(S(=O)(=O)N3CC(C)CC(C)C3)ccc2Cl)CC1 (configuration not stated)
-2,5,0,-1,5,-4,-1,-0.2,-5,-3,Cc1ccc(C(=O)N/C(=C\c2ccc(Cl)cc2)C(=O)NCC2CCCO2)cc1 (configuration not stated)
-4,2,4,1,0,-1,0,-0.3,-11,-2,COC(=O)c1ccccc1NC(=O)CSc1nc(-c2ccco2)cc(C(F)(F)F)n1
0,-2,5,-4,1,9,1,-0.1,-6,-1,CN1CC(=O)N(CC(=O)N2CCC(Cc3ccccc3)CC2)C1=O
3,-1,18*,18*,38*,8,62*,0.2,6,9,C=C(C)C(=O)Oc1ccc(N=Nc2ccc(C)cc2)ccc1=O
-6,5,-4,6,-2,8,0,0.2,-4,4,C[C@@H](C(=O)Nc1ccc(SC(F)F)cc1)N1C(=O)C2CCCCC2C1=O (some centres not stated)
-6,-5,-4,-39,-2,-4,3,-0.2,4,-4,O=C(O)CN1CCNCCN(CC(=O)O)CCNCC1
1,2,0,2,-7,-5,-1,0.2,1,7,O=C(COC(=O)c1ccc([N+](=O)[O-])cc1)NC12CC3CC(CC(C3)C1)C2
4,4,0,0,-5,-1,-1,-0.5,16,0,O=C(Cc1cccc(F)c1)Nc1ccc2c(c1)CCC2

Exported in markdown: entries from further up
| Structure | Tn7 DDE FP | DDE Tn6 FP inh | SIAE inh | LEDGF integ inh | MBD2 DNA inh | PRMT1 FP inh | UHRF1 binding | KLK7 zymogen act | TDP2 absorb | TCR CD3 inh |
| --- | --- | --- | --- | --- | --- | --- | --- | --- | --- | --- |
| Cc1ccc(C(=O)N/C(=C\c2ccc(Cl)cc2)C(=O)NCC2CCCO2)cc1 (configuration not stated) | -2 | 5 | 0 | -1 | 5 | -4 | -1 | -0.2 | -5 | -3 |
| C=C(C)C(=O)Oc1ccc(N=Nc2ccc(C)cc2)ccc1=O | 3 | -1 | 18* | 18* | 38* | 8 | 62* | 0.2 | 6 | 9 |

Additional results.
Tn7 DDE FP,DDE Tn6 FP inh,SIAE inh,LEDGF integ inh,MBD2 DNA inh,PRMT1 FP inh,UHRF1 binding,KLK7 zymogen act,TDP2 absorb,TCR CD3 inh,compound
7,8,-2,-2,-1,2,6,0.1,-13,-7,COC(=O)CC1COc2ccccc2N1C(=O)c1ccc(C(C)(C)C)cc1 (configuration not stated)
-13,2,-2,-3,0,-2,0,-0.4,5,0,CCOC(=O)C1(C)CCN1C(=O)COc1ccc(C(C)(C)C)cc1 (configuration not stated)
2,-5,-7,-1,5,6,3,0.3,-13,-5,COc1cc(NC(=O)c2ccc(Br)o2)ccc1NC(=O)c1ccccc1Cl
-3,8,-8,-1,-3,6,0,-0.2,-1,-2,CCOC(=O)C1CCN(C(=O)C2(NC(=O)Nc3cccc(F)c3)CCCCC2)CC1

Arranged by molecular weight (ascending): some entries from above.
Tn7 DDE FP,DDE Tn6 FP inh,SIAE inh,LEDGF integ inh,MBD2 DNA inh,PRMT1 FP inh,UHRF1 binding,KLK7 zymogen act,TDP2 absorb,TCR CD3 inh,compound
-13,2,-2,-3,0,-2,0,-0.4,5,0,CCOC(=O)C1(C)CCN1C(=O)COc1ccc(C(C)(C)C)cc1 (configuration not stated)
-3,8,-8,-1,-3,6,0,-0.2,-1,-2,CCOC(=O)C1CCN(C(=O)C2(NC(=O)Nc3cccc(F)c3)CCCCC2)CC1
2,-5,-7,-1,5,6,3,0.3,-13,-5,COc1cc(NC(=O)c2ccc(Br)o2)ccc1NC(=O)c1ccccc1Cl
